BRCT inh red = BRCT-phosphoprotein interaction inhibition (red fluorophore) | P38398 | BRCT-phosphopeptide binding, red fluorescence polarization | Potency, µM (doses to about 76.9 µM), inactives show at the highest dose activity change, negative = inhibition, most hits filed as inhibitors | actives 0.03% (n = 75,000) | AID 892; note: % is set by controls: 0 for no effect and ±100 for the full control effect
Target sequence (P38398 whole entry, looked up): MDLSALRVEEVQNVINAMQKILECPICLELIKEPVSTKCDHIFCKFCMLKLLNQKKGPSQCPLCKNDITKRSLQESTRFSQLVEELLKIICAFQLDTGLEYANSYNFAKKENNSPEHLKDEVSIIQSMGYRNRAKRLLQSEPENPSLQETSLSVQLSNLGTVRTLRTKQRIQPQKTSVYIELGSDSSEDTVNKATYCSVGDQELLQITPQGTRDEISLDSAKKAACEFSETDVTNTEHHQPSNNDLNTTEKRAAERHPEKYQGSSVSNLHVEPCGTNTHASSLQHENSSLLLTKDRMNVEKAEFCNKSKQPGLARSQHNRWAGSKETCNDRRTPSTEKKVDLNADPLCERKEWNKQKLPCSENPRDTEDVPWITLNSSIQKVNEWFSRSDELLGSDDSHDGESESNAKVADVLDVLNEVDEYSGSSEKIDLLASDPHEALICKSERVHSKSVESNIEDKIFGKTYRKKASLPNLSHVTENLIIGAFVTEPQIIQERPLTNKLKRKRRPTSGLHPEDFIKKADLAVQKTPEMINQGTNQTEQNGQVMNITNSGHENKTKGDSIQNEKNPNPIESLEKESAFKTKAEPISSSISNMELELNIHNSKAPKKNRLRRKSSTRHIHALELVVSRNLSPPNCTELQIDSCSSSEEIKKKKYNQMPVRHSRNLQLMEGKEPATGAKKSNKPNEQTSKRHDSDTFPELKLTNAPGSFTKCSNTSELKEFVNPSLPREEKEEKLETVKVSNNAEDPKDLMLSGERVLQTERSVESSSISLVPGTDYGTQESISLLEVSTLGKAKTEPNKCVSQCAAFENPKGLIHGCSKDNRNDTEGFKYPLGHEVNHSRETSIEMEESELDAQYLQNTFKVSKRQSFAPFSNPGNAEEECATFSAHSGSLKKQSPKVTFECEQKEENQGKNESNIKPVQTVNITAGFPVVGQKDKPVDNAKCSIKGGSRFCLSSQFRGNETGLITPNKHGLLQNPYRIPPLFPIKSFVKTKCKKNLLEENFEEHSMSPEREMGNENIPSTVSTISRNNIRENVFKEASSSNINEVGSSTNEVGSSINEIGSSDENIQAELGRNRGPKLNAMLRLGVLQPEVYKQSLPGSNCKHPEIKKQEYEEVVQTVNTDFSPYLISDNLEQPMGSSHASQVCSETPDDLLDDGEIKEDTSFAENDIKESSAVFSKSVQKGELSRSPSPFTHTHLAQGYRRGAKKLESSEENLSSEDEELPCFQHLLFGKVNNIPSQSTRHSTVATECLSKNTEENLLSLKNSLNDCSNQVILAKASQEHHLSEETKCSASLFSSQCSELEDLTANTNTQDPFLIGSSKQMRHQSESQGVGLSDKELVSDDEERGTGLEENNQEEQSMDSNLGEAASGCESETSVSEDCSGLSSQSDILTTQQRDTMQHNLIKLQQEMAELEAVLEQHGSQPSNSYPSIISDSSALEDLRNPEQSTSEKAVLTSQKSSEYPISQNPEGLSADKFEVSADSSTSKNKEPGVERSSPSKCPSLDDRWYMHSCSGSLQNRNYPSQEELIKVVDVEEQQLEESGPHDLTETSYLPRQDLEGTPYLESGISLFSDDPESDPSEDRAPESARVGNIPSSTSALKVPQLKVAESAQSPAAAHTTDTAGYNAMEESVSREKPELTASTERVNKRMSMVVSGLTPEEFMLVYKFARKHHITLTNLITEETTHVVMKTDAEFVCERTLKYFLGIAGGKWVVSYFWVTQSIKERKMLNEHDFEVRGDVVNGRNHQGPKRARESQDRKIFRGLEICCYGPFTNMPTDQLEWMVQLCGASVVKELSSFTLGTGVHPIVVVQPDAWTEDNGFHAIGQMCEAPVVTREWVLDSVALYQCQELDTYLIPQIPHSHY
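Rhodamine-labelled pBACH1 10-mer (100 nM) bound to BRCT domain (100 nM) at pH 7.3; compounds incubated 12 min room temperature, polarization read. Free peptide defines full inhibition; unlabelled decapeptide titrated as control.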
15-hLO inh = blocks human 15-lipoxygenase activity | purified 15hLO-1, xylenol orange hydroperoxide absorbance | Potency, µM (highest dose often 57.1 µM), inactives show top-dose activity change, negative = inhibition, most hits filed as inhibitors | actives 1.4% (n = 74,000) | AID 887; note: potency is the fitted concentration of half-maximal effect; % is set by controls: 0 for no effect and ±100 for the full control effect; nearly all actives have a fitted effect of over 55% in size
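Purified human 15hLO-1 (40 nM final) in 25 mM Hepes pH 7.5, 0.01% Triton X-100 was preincubated with compound 15 min at room temperature, then reacted 6 min with 50 uM arachidonic acid; hydroperoxide detected by Fe-XO, 573/405 nm absorbance ratio.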
CRE Fsk mod = modulators of forskolin-stimulated CRE signaling in CHO cells; actives 2.5% (n = 71,000); CHO CRE-bla reporter (cAMP response element driving beta-lactamase), forskolin EC10, beta-lactamase ratio; Potency, µM (doses to about 38.2 µM), inactives show top-dose activity change, negative = inhibition, actives largely listed as activators; active = well fitted activation curve with a large enough effect in the signal ratio, with a control signal flat, not every such curve was filed as active; inconclusive = small, poorly fitted or top-dose-only effect, or effect the other way, or a change in a side signal; the % refers to the signal ratio; note: potency is the fitted concentration of half-maximal effect; % of control where 0% means no effect
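Beta-lactamase reporter under a cAMP responsive element in CHO cells; compounds tested in titration series against EC10 NKH 477, 3 h at 37 °C. Read-out: CCF4 FRET ratio 460nm/530nm (excitation 405nm) giving %Activity, fitted to AC50.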
Hsp90 Hop PPI = changes Hsp90-Hop TPR2A binding signal, up or down | AlphaScreen TPR2A-His6 binding biotin-Hsp90 C-terminal peptide | Potency, µM (highest dose often 57 µM), for the others: at the top dose activity change, negative = inhibition | actives 0.44% (n = 71,000) | AID 595; active = well fitted curve in either direction with a large enough effect; inconclusive = small, poorly fitted or top-dose-only effect, or another doubt; note: potency is the fitted concentration of half-maximal effect; % is set by controls: 0 for no effect and ±100 for the full control effect; many of its hits are not listed in these tables
Ub-GFP proteasome = inhibits proteasome, raising ubiquitin-GFP reporter fluorescence. Ubiquitin-GFP reporter cells, proteasome inhibition, GFP fluorescence; response scale: untreated = 0%, 10 µM MG-132 = 100%. Potency, µM (top dose mostly 45.9 µM), inactives show at the top dose activation (GFP accumulation), actives largely listed as activators. 67,000 tested, under 10 active. AID 526; active = well fitted activation curve with a large enough effect, not every such curve was filed as active; inconclusive = small, poorly fitted or top-dose-only effect, or another doubt; inactive = no such curve, though single readings can be large or run the other way; note: potency is the fitted concentration of half-maximal effect
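U2OS cells stably expressing ubiquitin(G76V)-GFP, seeded overnight in 0.5% FBS medium, were exposed to compounds (qHTS, 46 uM to 2.9 nM) for 4 hr at 37 °C. GFP-positive cells were counted by laser cytometry (488 ex/515 em), normalized between basal and 10 uM MG-132.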
4MU fluor = 4-MU region autofluorescence. compound autofluorescence, 340/450 nm, 4-MU equivalents; hits give high values. max dye-equivalent concentration, M. actives 11% (n = 59,000). AID 589; in the data active = max dye-equivalent concentration above about 10 nM; inconclusive = mostly about 1.1 nM to 9.6 nM
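Compounds in 100 mM Tris, pH 8.0, sat 15 min at room temperature before fluorescence was read at 340 nm excitation/450 nm emission; a per-plate six-point 4-MU standard curve converted signals to dye-equivalent concentration at each compound concentration.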
GFP derepression = epigenetic GFP locus derepression in mouse cells; mouse C127i GFP locus derepression, cytometry, 30 h; Potency, µM (titrated, usually from 46.1 µM), without a hit: at the top dose GFP derepression (activation); actives 0.09% (n = 68,000); AID 597; note: % of control where 0% means no effect
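Murine C127i mammary cells carrying a silenced, stably integrated CMV-driven GFP reporter were treated with compound for 30 hours at 37 C. After PBS washes, GFP-positive cells were counted by laser-scanning microplate cytometry.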
HBB splicing = modulators of hemoglobin beta chain splicing; HBB splicing reporter cell assay, activation; EGFP reporter with mutant IVS2-654 intron; response scale: normalised to 500 nM splice-correcting PNA; Potency, µM (highest dose often 46.1 µM), for the others: top-dose activation, most hits filed as activators; actives 0.06% (n = 65,000); note: potency is the fitted concentration of half-maximal effect; 0% is about no effect
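HeLa cells stably expressing EGFP interrupted by mutant beta-globin intron 2 (IVS2-654), 500/well in 2% FCS. Treated with compound for 2 days at 37C. Splicing correction scored as total well GFP intensity (488 nm excitation, 500-520 nm emission); 500 nM antisense PNA served as control.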
A350 fluor = compound fluoresces in the Alexa 350 spectral region; Compound autofluorescence, 340/450 nm, Alexa 350 dye-equivalents; hits give high values; max dye-equivalent concentration, M; actives 11% (n = 59,000); in the data active = max dye-equivalent concentration above about 10 nM; inconclusive = mostly about 1.1 nM to 9.6 nM
Pol III holo inh = inhibitors of bacterial DNA polymerase III holoenzyme. reconstituted DNA polymerase III holoenzyme replication, biochemical. Potency, µM (highest dose often 57.1 µM), without a hit: at the top dose activity change, negative = inhibition. actives 0.25% (n = 71,000). AID 603; note: potency is the fitted concentration of half-maximal effect; % is set by controls: 0 for no effect and ±100 for the full control effect
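Reconstituted *E. coli* holoenzyme (0.35 nM Pol III, 1 nM beta, 154 nM SSB, 2 nM primase) was preincubated with compound for 15 min at RT. Synthesis on 1.4 nM ssM13Gori ran 35 min, then was stopped with PicoGreen/EDTA and read as dsDNA fluorescence.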
BRCT PPI green = inhibitors of human BRCA1 BRCT-phosphoprotein interaction (green fluorophore). AID 875. Potency, µM (titrated, usually from 76.9 µM), inactives show at the top dose activity change, negative = inhibition, usual class: inhibitors. BRCA1 BRCT-phosphopeptide binding, green fluorescence polarization. actives 0.05% (n = 75,000);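 note: potency is the fitted concentration of half-maximal effect; plate controls were peptide without protein for full effect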
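Compounds were incubated for 12 min at room temperature with a complex of 100 nM fluorescein-tagged pBACH1 decapeptide and 250 nM His-tagged BRCT protein. Buffer was phosphate pH 7.3 with EDTA, DTT and Tween 20. Disruption of binding lowers the polarization signal.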
The depositor's hits bear a star; i = inactive; u = inconclusive; x = no result given; [ ] = remark or other dose. Unless noted, calls come from the whole dose curve; as a rule, active = well fitted curve in the direction sought with a large enough effect; inconclusive = small, poorly fitted or top-dose-only effect, or another doubt; inactive = no such curve, though single readings can be large; an effect the other way counts as inactive or inconclusive.

Below each compound – BRCT inh red	15-hLO inh	CRE Fsk mod	Hsp90 Hop PPI	Ub-GFP proteasome	4MU fluor	GFP derepression	HBB splicing	A350 fluor	Pol III holo inh	BRCT PPI green
1	C=CCn1c(SCC(=O)c2ccc(OC)cc2)nnc1C(C)NC(=O)c1cccs1 (configuration not stated)
    -0.5%	-1%	-10%	u	3%	i	-4%	1.7%	i	8%	0.7%
2	C=CCN(C(=O)CN1CCOCC1)c1nc(C)c(-c2ccccc2)s1
    0.6%	u	13%	-7%	23%	i	0%	-2.8%	i	-4%	-3.0%
3	COc1ccc(CCNC(=O)c2cnccn2)cc1
    -1.0%	4%	-6%	-5%	0%	x	x	-0.5%	x	-3%	0.7%
4	Cc1ccc2c(c1)C(O)(c1c(C)[nH]c3ccccc13)C(=O)N2 (configuration not stated)
    0.5%	-7%	u	-9%	-7%	i	2%	0.0%	u	-6%	0.8%
5	COC(=O)CNc1n[nH]c(=S)[nH]c1=O
    -0.2%	10%	-3%	-3%	5%	i	4%	0.0%[57.5 µM]	i	-4%	-3.6%
6	Cc1sc2nnn(CC(=O)N3CCN(C(=O)c4ccco4)CC3)c(=O)c2c1C
    0.7%	-3%	8%	-4%	2%	7e-08M*	4%	-2.2%	1e-07M*	-2%	-0.6%
7	COC(=O)c1ccccc1NC(=O)Cn1cnc2ccc(S(=O)(=O)N3CCC(C)CC3)cc2c1=O
    1.4%	-2%	3%	1%	-2%	i	2%	-1.9%	i	-4%	-0.8%
8	CCOc1ccc(-n2cnnn2)cc1S(=O)(=O)Nc1c(C)cccc1C
    1.4%	-4%	-18%	-2%	-4%	i	3%	0.0%	i	2%	-0.5%
9	CCOc1ccc(S(=O)(=O)Nc2nc3ccccc3nc2N2CCN(C)CC2)cc1
    -1.1%	-3%	16%	0%	x	8.3e-08M*	-2%	2.8%[0.369 µM]	1.1e-07M*	-3%	-0.9%
10	CC1(C)OC(C(N)=O)C(C(N)=O)O1 (configuration not stated)
    -3.2%	5%	u	3%	-12%	i	-2%	-2.8%	i	0%	-2.4%
11	c1ccc(Cn2nnc3c(NCCN4CCOCC4)ncnc32)cc1
    -0.8%	3%	0%	0%	-5%	i	3%	x	i	-5%	-0.5%
12	CCOC(=O)c1cc2sccc2n1CC(=O)c1ccc2c(c1)OCCO2
    -1.5%	-3%	u	11%	-6%	i	-3%	x	i	0%	-1.2%
13	O=C(O)Cn1cnc2scc(-c3cccs3)c2c1=O
    1.7%	-15%	-1%	5%	3%	i	5%	0.2%[57.5 µM]	i	-4%	-0.7%
14	COc1ccc(-c2cc3nc(C)cc(C)n3n2)c(OC)c1
    -0.7%	3%	2%	1%	4%	4.2e-08M*	-4%	1.7%[1.84 µM]	1e-08M*	0%	-0.8%
15	O=C(CCOc1ccccc1)NCc1ccccc1
    -0.1%	5%	u	-4%	6%	i	0%	3.9%	i	3%	-1.1%
16	NC(=O)COC(=O)CNC(=O)c1ccc(Cl)cc1
    -0.2%	6%	-4%	-1%	-5%	i	0%	0.1%[57.5 µM]	i	-1%	-2.1%
17	COc1ccc(OC)c(C2C(C(=O)N(C)C)=C(C)Nc3nc4ccccc4n32)c1 (configuration not stated)
    0.8%	3%	-5%	-3%	-4%	i	3%	-1.0%	i	-1%	-1.9%
18	NS(=O)(=O)c1ccc(N=Nc2ccc(O)c(C(=O)O)c2)cc1
    -1.9%[15.4 µM]	-22%[11.4 µM]	-7%[7.6 µM]	-8%[11 µM]	-2%[9.17 µM]	i	-3%[9.22 µM]	1.4%[9.22 µM]	i	-10%[11.4 µM]	-4.6%[15.4 µM]
19	NC(=O)CSCc1ccc(Br)cc1
    -0.5%	13%	-2%	-1%	3%	i	-3%	0.0%	i	-5%	-0.8%
20	CCOC(=O)c1c(N)sc2c1C1CCN2CC1
    -0.3%	3%	22%	-1%	1%	i	4%	4.8%[0.369 µM]	i	-8%	0.1%
21	COc1ccccc1OCc1nc2c3c(-c4ccccc4)c(-c4ccccc4)oc3ncn2n1
    -2.7%	-4%	1%	-4%	-5%	u	-3%	-1.4%	u	3%	-2.0%
22	CCOC(=O)c1c(C)c(C(=O)NCc2ccccc2OC)c(C)n1C
    -0.7%	-1%	u	-6%	11%	i	-2%	-1.0%	i	-7%	1.8%
23	O=C(COc1ccc(S(=O)(=O)N2CCCC2)cc1Cl)NC1CC1
    -0.5%	0%	4%	-2%	x	i	2%	-1.6%[0.369 µM]	i	-12%	2.4%
24	Cc1ccc(CNC(=O)c2coc(=O)c3ccccc23)o1
    1.4%	-7%	u	-1%	21%	u	-1%	-1.9%	u	-4%	-2.6%
25	CC(=O)c1cccc(NC(=O)N2CCN(S(C)(=O)=O)CC2)c1
    -1.9%	1%	-6%	-1%	-2%	i	2%	-0.6%	i	-1%	-1.5%
26	CCOC(=O)c1ccc(-n2ncc(C(=O)OCC)c2N)cc1
    -1.1%	0%	12%	0%	-5%	i	0%	2.0%	i	0%	-0.3%
27	CCN(CC)C(=O)c1cn(C)c2ccc(S(=O)(=O)N(CC)CC)cc2c1=O
    -3.1%	9%	4%	-12%	7%	i	-3%	-1.3%	i	-4%	-1.3%
28	CCN(CCCNS(=O)(=O)c1ccc2c(c1)oc(=O)n2C)c1cccc(C)c1
    -1.6%	-17%	7%	-7%	-9%	x	-6%	-1.4%	x	-4%	-1.9%
29	Cc1cc(C)cc(N(CCC#N)C(=O)CSc2nc3nc(C)cc(C)n3n2)c1
    1.1%	2%	6.3µM*	-2%	5%	i	1%	0.7%	u	-8%	-0.7%
30	COc1ccc(NC(=O)c2cc(C(C)C)on2)cc1OC
    0.8%	-2%	u	4%	-2%	i	-1%	-1.5%	i	0%	-3.5%

Overlap with the part before: two compounds, followed by the next part.
Below each compound – BRCT inh red	15-hLO inh	CRE Fsk mod	Hsp90 Hop PPI	Ub-GFP proteasome	4MU fluor	GFP derepression	HBB splicing	A350 fluor	Pol III holo inh	BRCT PPI green
29	Cc1cc(C)cc(N(CCC#N)C(=O)CSc2nc3nc(C)cc(C)n3n2)c1
    1.1%	2%	6.3µM*	-2%	5%	i	1%	0.7%	u	-8%	-0.7%
30	COc1ccc(NC(=O)c2cc(C(C)C)on2)cc1OC
    0.8%	-2%	u	4%	-2%	i	-1%	-1.5%	i	0%	-3.5%
31	O=C(NCC1CCCO1)C1c2ccccc2C(=O)N1C1CCCCCCC1 (configuration not stated)
    0.5%	7%	u	-1%	-3%	i	2%	-2.7%	i	0%	0.5%
32	CC1(C(=O)N(c2ccccc2)C(C(=O)NC2CCCC2)c2ccccn2)CC(=O)N=C2C=CC=CN21 (configuration not stated)
    0.7%	10%	-1%	2%	1%	4.7e-07M*	-1%	x	4.1e-07M*	2%	0.0%
33	O=C(COC(=O)c1ccccc1NC(=O)c1ccco1)NCCC1=CCCCC1
    -0.4%	-8%	u	-2%	4%	1.4e-08M*	3%	-0.3%[57.5 µM]	1.4e-08M*	3%	0.4%
34	CSc1nsc(SCC(=O)Nc2ccccn2)n1
    0.5%	4%	-1%	-2%	16%	2.1e-08M*	-4%	1.8%	2.4e-08M*	9%	-4.0%
35	CCOC(=O)c1c(NC(=O)CSc2nnc(CN3CCOCC3)n2C)sc2c1CCCC2
    -0.5%	6%	u	-2%	-2%	i	2%	-1.3%	u	1%	0.0%
36	O=C(Cn1nnc(-c2ccccc2F)n1)Nc1cccc2ncccc12
    -1.4%	-10%	u	-2%	-5%	i	-2%	0.7%	i	0%	-1.6%
37	CCCn1nnc(NC(=O)C(C)Oc2ccc(Cl)cc2Cl)n1 (configuration not stated)
    0.3%	1%	-1%	0%	7%	i	-2%	-1.0%	i	-7%	-2.8%
38	O=C1c2ccccc2C(=O)N1CSc1ncccn1
    1.2%	-17%	11%	2%	17%	x	4%	0.1%[9.22 µM]	x	0%	-1.2%
39	COc1ccc(-n2c(N)c(Br)c(=O)[nH]c2=O)cc1
    1.0%	1%	u	-6%	22%	i	-2%	-0.8%	i	-8%	0.4%
40	O=C(Nc1ccccn1)N1CCOCC1
    -0.2%	1%	u	-2%	0%	i	-1%	1.7%	i	-8%	0.6%
41	O=C(c1csnn1)N1CCC2(CC1)CN(c1ccccn1)C2
    -0.7%	-7%	u	u	1%	i	2%[9.22 µM]	1.0%	i	3%	0.9%
42	COC(=O)[C@@]1(Cc2ccccc2)[C@H]2c3cc(C(=O)N(C)C)n(Cc4c(CO)[nH]cc(C)c4=O)c3C[C@H]2CN1C(=O)c1ccccc1
    -3.9%	x	-12%	-3%	x	x	x	1.6%	x	5%	1.5%
43	Cc1cc(-c2nnc(SCc3ccccn3)o2)no1
    -0.4%	1%	7%	-3%	0%	i	-1%	x	i	2%	0.2%
